# PME-1 Maybr inh = Maybridge compound blocking human PME-1; Q9Y570; recombinant PME-1, FP-Rh probe fluorescence polarization; inhibition, % at 9 µM; actives 0.5% (n = 16,000); in the data active = inhibition above about 30%
# Luminol counter = quenches luminol chemiluminescence in Nox1 counter-screen; HRP/luminol/H2O2 chemiluminescence counterscreen; AID 1823; actives 0.4% (n = 16,000); inhibition, % at 6.7 µM; also: reference of the scale not given here
# TLR4 MyD88 blk = blocks binding of human TLR4 to MyD88. O00206. actives 0.06% (n = 16,000). Cell-based TLR4-MyD88 binding inhibition assay. inhibition, % at 10 µM; in the data active = inhibition above about 45%
# NOTCH ag = agonists of NOTCH signaling | NOTCH signaling luciferase reporter cells, luminescence | activation, % at 2.5 µM | actives 0.4% (n = 15,000) | AID 434982; in the data active = activation above about 2.2%
# S1P1 agonist = activates the human S1P1 receptor; P21453; S1P1 agonist cell-based reporter assay; activation, % at 4.5 µM; actives 1.5% (n = 16,000); in the data active = activation above about 80%
# Target sequence (P21453 whole entry, looked up): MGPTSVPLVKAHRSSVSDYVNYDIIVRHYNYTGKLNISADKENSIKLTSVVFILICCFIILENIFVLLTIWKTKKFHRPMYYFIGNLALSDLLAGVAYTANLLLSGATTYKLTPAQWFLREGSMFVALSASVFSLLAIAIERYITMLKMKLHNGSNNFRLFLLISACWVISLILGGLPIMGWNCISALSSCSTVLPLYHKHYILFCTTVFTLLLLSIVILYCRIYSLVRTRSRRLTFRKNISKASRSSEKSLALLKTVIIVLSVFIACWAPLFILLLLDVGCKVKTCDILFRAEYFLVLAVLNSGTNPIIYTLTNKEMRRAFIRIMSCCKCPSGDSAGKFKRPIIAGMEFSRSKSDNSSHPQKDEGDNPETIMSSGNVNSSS
# rat GALR2 agon = agonists of rat galanin receptor 2 (GALR2); O08726; cell-based GALR2 agonist screen; activation, % at 10 µM; actives 0.5% (n = 16,000); AID 833; in the data active = activation above about 15%
# KOR antag MB = OPRK1 (human) antagonism, Maybridge screen; OPRK1 cells, antagonist mode, fluorescence readout; P41145; AID 652031; actives 0.4% (n = 16,000); inhibition, % at 9 µM; in the data active = inhibition above about 50%
# Target sequence (P41145 whole entry, looked up): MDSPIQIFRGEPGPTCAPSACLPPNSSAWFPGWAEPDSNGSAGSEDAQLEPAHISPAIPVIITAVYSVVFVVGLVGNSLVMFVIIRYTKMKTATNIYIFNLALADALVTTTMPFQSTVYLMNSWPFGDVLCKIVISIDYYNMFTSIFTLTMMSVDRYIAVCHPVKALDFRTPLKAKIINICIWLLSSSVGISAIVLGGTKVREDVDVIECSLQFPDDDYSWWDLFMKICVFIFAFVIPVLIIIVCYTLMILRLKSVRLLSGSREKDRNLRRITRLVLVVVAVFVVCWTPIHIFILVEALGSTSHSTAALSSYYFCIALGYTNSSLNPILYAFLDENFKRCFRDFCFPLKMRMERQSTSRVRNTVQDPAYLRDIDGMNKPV
# Nox1 inhibitor = human Nox1 inhibition. Q9Y5S8. HT29 cells, luminol chemiluminescence ROS. inhibition, % at 6.7 µM. actives 0.81% (n = 16,000). AID 1792
# Active calls of the source: *; . = not tested or not shown. Rule as the data show it, unless noted: active = inhibition above about 75%; inactive = the rest. Not all compounds are listed; rates above refer to the full screens.
# Codes: A = PME-1 Maybr inh; B = Luminol counter; C = TLR4 MyD88 blk; D = NOTCH ag; E = S1P1 agonist; F = rat GALR2 agon; G = KOR antag MB; H = Nox1 inhibitor
> CNC(=O)Oc1ccc(-c2nc(CSc3ccc(Cl)cc3)cs2)cc1
  A: -11; B: 102*; C: 4; D: 0.2; E: 40; F: -7; G: 12; H: -27

> O=C1/C(=C\c2ccc3c(c2)OCO3)N2CCC1CC2
  A: 3; B: -2; C: 7; D: 3.8*; E: 8; F: -7; G: 9; H: -34

> Cc1ccc(S(=O)(=O)N2CN3CCN(C3)C2)cc1
  A: 2; B: -1; C: -2; D: -1.0; E: 5; F: -9; G: 2; H: -26

> O=C(Nc1cccc(C(F)(F)F)c1)OC1CN2CCC1CC2 (centres undefined)
  A: -2; B: 2; C: -4; D: 0.6; E: -16; F: -7; G: -11; H: -32

> S=C(Nc1ccccc1)N1CCCCC1c1cccnc1 (centres undefined)
  A: 4; B: -4; C: -6; D: 1.7; E: -11; F: -6; G: 14; H: -16

> O=[N+]([O-])c1ccc(N2CCCCC2)c2nonc12
  A: 28; B: 32; C: 1; D: 0.1; E: 4; F: -4; G: 12; H: 20

> CCNc1ccc([N+](=O)[O-])cc1[N+](=O)[O-]
  A: 2; B: 9; C: 2; D: 0.5; E: 6; F: -10; G: -6; H: -33

> Nc1c(Oc2ccccc2)cc(O)c2c1C(=O)c1ccccc1C2=O
  A: 23; B: 3; C: 15; D: 0.6; E: 4; F: -6; G: 4; H: -35

> COc1ccc(Br)cc1/C=C(\C)[N+](=O)[O-]
  A: 3; B: -3; C: -1; D: -0.7; E: 7; F: -5; G: 7; H: 6

> O=c1[nH]c2ccccc2n1C1CCNCC1
  A: 4; B: -4; C: -3; D: 0.5; E: -2; F: -6; G: .; H: -2

> O=c1oc2ccccc2c2c1C(c1cccc([N+](=O)[O-])c1)c1c(c3ccccc3oc1=O)O2
  A: -6; B: 4; C: 3; D: -0.8; E: 49; F: -3; G: 17; H: -54

> CCc1cc2c(OC(=O)N(C)C)ncnc2s1
  A: -1; B: -2; C: -2; D: 0.0; E: -12; F: -9; G: -10; H: -21

> COC(=O)c1ccc2c(c1)nnn2C1CCN(Cc2ccccc2)CC1
  A: 7; B: -4; C: -7; D: -0.7; E: -10; F: -6; G: .; H: -7

> O=C(O)CN(CC(=O)O)[N+](=O)[O-]
  A: -3; B: 3; C: 12; D: -0.2; E: -9; F: -5; G: -11; H: -47

> Cc1cc(OC(=O)N(C)C)cc(=O)n1C
  A: 4; B: 0; C: 7; D: -0.4; E: 3; F: 2; G: -14; H: -26

> c1ccc2c(C3=NCCO3)c[nH]c2c1
  A: 9; B: -3; C: 6; D: 0.3; E: -1; F: -5; G: 4; H: -30

> O=C1c2ccccc2C(=O)N1CN(Cc1csc2ccccc12)CN1C(=O)c2ccccc2C1=O
  A: 2; B: -8; C: -3; D: -0.7; E: -17; F: -7; G: -9; H: -16

> CN(C)Cc1c[nH]c2ccc(OCc3ccccc3)cc12
  A: 8; B: -8; C: -9; D: -0.4; E: 2; F: -5; G: 24; H: 13

> CN1C(=O)CN=C(c2ccccc2)c2ccccc21
  A: 9; B: -6; C: 1; D: -0.2; E: 1; F: -5; G: 2; H: 13

> CNC(=O)Oc1ccccc1OCC(=O)NCc1ccccc1Cl
  A: 4; B: 74; C: -6; D: -0.4; E: -25; F: -1; G: 13; H: -41

> CNC(=O)Oc1cccc(C)c1
  A: 2; B: -3; C: 2; D: -0.2; E: 4; F: -6; G: 15; H: 5

> C=CCOc1ccc(/C=C2/C(=O)C3CCN2CC3)cc1
  A: 5; B: 0; C: -16; D: -0.7; E: -4; F: -3; G: -3; H: 6

> c1ccc(-n2cccc2-c2nc(N3CC3)nc(N3CC3)n2)cc1
  A: 1; B: 2; C: -3; D: .; E: 8; F: -9; G: -2; H: -24

> O=C(C1CCCCN1)N1CCN(Cc2cccnc2)CC1 (centres undefined)
  A: -1; B: -31; C: -1; D: -0.5; E: -15; F: -6; G: -10; H: -37

> COc1cc(CCC(C)=O)ccc1OC(=O)N(C)C
  A: -3; B: 3; C: 26; D: -0.2; E: 78; F: -2; G: -8; H: -46

> CC12CCC(=O)C=C1C=CC1C2CCC2(C)C1CC[C@]2(C)O (some centres undefined)
  A: 4; B: -1; C: -3; D: 0.0; E: -5; F: -5; G: -6; H: -38

> O=C(O)c1cc2ccccc2oc1=O
  A: -3; B: 0; C: -5; D: 0.3; E: -23; F: -2; G: -7; H: 3

> C/C(=C\c1ccccc1)[N+](=O)[O-]
  A: -1; B: -1; C: -4; D: -0.4; E: -5; F: -7; G: 12; H: -17

> O=[N+]([O-])/C=C/c1cccc(F)c1
  A: -2; B: 2; C: 1; D: -0.5; E: 3; F: -7; G: 13; H: -43

> Cc1nc(-c2ccc(Cl)cc2)nc(OC(=O)N(C)C)c1C
  A: 4; B: -1; C: 4; D: -0.3; E: -10; F: -6; G: 7; H: -40

# A stretch from further up, as a working copy:
# Codes: A = PME-1 Maybr inh; B = Luminol counter; C = TLR4 MyD88 blk; D = NOTCH ag; E = S1P1 agonist; F = rat GALR2 agon; G = KOR antag MB; H = Nox1 inhibitor
> CNC(=O)Oc1ccccc1OCC(=O)NCc1ccccc1Cl
  A: 4; B: 74; C: -6; D: -0.4; E: -25; F: -1; G: 13; H: -41

> CNC(=O)Oc1cccc(C)c1
  A: 2; B: -3; C: 2; D: -0.2; E: 4; F: -6; G: 15; H: 5

> C=CCOc1ccc(/C=C2/C(=O)C3CCN2CC3)cc1
  A: 5; B: 0; C: -16; D: -0.7; E: -4; F: -3; G: -3; H: 6

> c1ccc(-n2cccc2-c2nc(N3CC3)nc(N3CC3)n2)cc1
  A: 1; B: 2; C: -3; D: .; E: 8; F: -9; G: -2; H: -24

> O=C(C1CCCCN1)N1CCN(Cc2cccnc2)CC1 (centres undefined)
  A: -1; B: -31; C: -1; D: -0.5; E: -15; F: -6; G: -10; H: -37

> COc1cc(CCC(C)=O)ccc1OC(=O)N(C)C
  A: -3; B: 3; C: 26; D: -0.2; E: 78; F: -2; G: -8; H: -46

> CC12CCC(=O)C=C1C=CC1C2CCC2(C)C1CC[C@]2(C)O (some centres undefined)
  A: 4; B: -1; C: -3; D: 0.0; E: -5; F: -5; G: -6; H: -38

> O=C(O)c1cc2ccccc2oc1=O
  A: -3; B: 0; C: -5; D: 0.3; E: -23; F: -2; G: -7; H: 3

> C/C(=C\c1ccccc1)[N+](=O)[O-]
  A: -1; B: -1; C: -4; D: -0.4; E: -5; F: -7; G: 12; H: -17

> O=[N+]([O-])/C=C/c1cccc(F)c1
  A: -2; B: 2; C: 1; D: -0.5; E: 3; F: -7; G: 13; H: -43

> Cc1nc(-c2ccc(Cl)cc2)nc(OC(=O)N(C)C)c1C
  A: 4; B: -1; C: 4; D: -0.3; E: -10; F: -6; G: 7; H: -40

# Further compounds:
# Codes: A = PME-1 Maybr inh; B = Luminol counter; C = TLR4 MyD88 blk; D = NOTCH ag; E = S1P1 agonist; F = rat GALR2 agon; G = KOR antag MB; H = Nox1 inhibitor
> O=[N+]([O-])c1ccc(CS(=O)(=O)C(Cl)(Cl)Cl)o1
  A: -5; B: 4; C: -3; D: -0.6; E: 96*; F: -10; G: 5; H: -40

> CNC(=O)Oc1cccc2ccccc12
  A: -2; B: 10; C: 11; D: -0.5; E: 4; F: -5; G: -14; H: -75

> Cc1ccc(CNC2=NCCS2)cc1
  A: -1; B: -1; C: .; D: 0.3; E: 7; F: -10; G: -23; H: -12

> Cc1ccc(Oc2c(C)nc(-c3ccccc3)nc2OC(=O)N(C)C)cc1
  A: 4; B: -2; C: 0; D: 0.1; E: 17; F: -8; G: -21; H: 5

> CC(=O)OC1CCC2C3CCC4CC(=O)[C@H](OC(C)=O)CC4(C)C3CCC12C (some centres undefined)
  A: 3; B: -1; C: 0; D: 0.1; E: -9; F: -2; G: 12; H: -69

> CC(C)(NO)C(=O)c1ccccc1
  A: 24; B: -1; C: 4; D: 0.1; E: -12; F: -4; G: 8; H: 22

> CN(C)C(=O)Oc1cc(CSC(C)(C)C)nc(-c2cccs2)n1
  A: 2; B: -1; C: 6; D: -0.8; E: 7; F: -9; G: -6; H: -83

> N#C/C(=C\c1cnc[nH]1)S(=O)(=O)c1cccs1
  A: 8; B: -3; C: 0; D: -0.1; E: -5; F: -3; G: 1; H: 9

> O=C1CC2CCCC(C1)N2Cc1ccccc1
  A: 0; B: 2; C: 0; D: -0.7; E: -9; F: -8; G: 5; H: -33

> NC(=Nc1ccc(F)c(F)c1)N[N+](=O)[O-]
  A: -3; B: 2; C: -9; D: 0.0; E: 0; F: -7; G: 1; H: -43

> CC1CN(CCC(=O)Nc2ccc(Cl)cc2C(=O)c2ccccc2)CC(C)O1 (centres undefined)
  A: -3; B: 3; C: -1; D: 0.0; E: -1; F: -7; G: -2; H: -53

> N#CC(C#N)=Cc1c[nH]c2ccccc12
  A: -4; B: 4; C: 2; D: -0.5; E: 0; F: -8; G: -5; H: -40

> Cc1nc(SCc2c(F)cccc2Cl)nc(OC(=O)N(C)C)c1C
  A: 1; B: 2; C: 4; D: -0.6; E: 21; F: -6; G: 15; H: -81

> CC12C/C(=C(\O)C(F)(F)F)C(=O)C=C1CCC1C2CCC2(C)C(O)CCC12 (centres undefined)
  A: -3; B: 3; C: 12; D: -0.8; E: 75; F: -1; G: 5; H: -33

> CC(=O)N1N=C(c2cccnc2)OC1c1ccccc1Cl (centres undefined)
  A: 18; B: 28; C: 7; D: -0.5; E: 63; F: -11; G: 18; H: 10

> CC1CC2C/C(=N\O)CC1N(C)C2 (centres undefined)
  A: -2; B: 1; C: 10; D: -0.3; E: -13; F: -7; G: 11; H: -42

> OCCN1CCN(Cc2ccccc2F)CC1
  A: 4; B: -1; C: 0; D: 0.1; E: 1; F: -4; G: -14; H: -43

> CCCCN=C(N)N[N+](=O)[O-]
  A: 1; B: -1; C: 0; D: -0.7; E: -25; F: -2; G: 14; H: -18

> Cc1nc(S(=O)(=O)N2CCCCC2c2cccnc2)cn1C (centres undefined)
  A: 4; B: -2; C: -8; D: .; E: -7; F: -7; G: 46; H: -8

> Cc1c(C(=O)O)ncn1Cc1ccc(Cl)cc1
  A: 3; B: 2; C: 2; D: -0.3; E: -6; F: -5; G: -12; H: -58

> O=C(N1CCSCC1)C(Cl)(Cl)Cl
  A: 6; B: -6; C: 5; D: 0.1; E: 6; F: -6; G: 16; H: 12

> CC(=O)CC(c1ccccc1[N+](=O)[O-])c1c(O)c2ccccc2oc1=O (centres undefined)
  A: 2; B: 0; C: 6; D: 0.3; E: 7; F: -5; G: -10; H: -31

> O=C1CC(C(=O)c2ccccc2)CO1 (centres undefined)
  A: 2; B: 1; C: -3; D: 0.0; E: -4; F: -7; G: -1; H: -25

> CCOC(=O)c1cc2c(cn1)[nH]c1ccccc12
  A: -3; B: 4; C: 6; D: -0.4; E: 17; F: -2; G: 6; H: -42

> O=C(CNC1Cc2ccccc2C1)Nc1ccc(Cl)cc1C(=O)c1ccccc1Cl
  A: -2; B: -1; C: 2; D: 0.1; E: 27; F: -5; G: 0; H: 9

> c1ccc2c(c1)-c1cccc3cccc-2c13
  A: 4; B: -1; C: -4; D: -0.1; E: 4; F: -8; G: -3; H: 16

> CN1CCN(c2ccc([N+](=O)[O-])cc2)CC1
  A: 7; B: -1; C: 2; D: -0.4; E: 2; F: -6; G: 2; H: 26

> CCOC(=O)C(O)(c1ccc(N(C)C(=O)c2ccc(Cl)c(Cl)c2)cc1)C(F)(F)F (centres undefined)
  A: -3; B: 3; C: -5; D: -0.2; E: -19; F: -2; G: 5; H: -22

> CN(C)Cc1c[nH]c2ccccc12
  A: 1; B: -2; C: 4; D: -0.8; E: -7; F: -6; G: 6; H: -20

> CC1=C(C#N)C(c2cnc[nH]2)C2=C(CCCC2=O)N1 (centres undefined)
  A: -6; B: 2; C: -10; D: -0.2; E: -4; F: -2; G: 0; H: -16

> NC(N)=N/N=C/C=N/N=C(N)N
  A: -1; B: -4; C: -9; D: -0.7; E: 19; F: -5; G: -2; H: 6

> N#CC1(O)CN2CCC1CC2 (centres undefined)
  A: 1; B: 0; C: -4; D: -0.7; E: 0; F: -3; G: -29; H: -43

> COCc1nc(SC)nc(OC(=O)N(C)C)c1C
  A: 2; B: 3; C: 17; D: -0.5; E: -1; F: -6; G: -4; H: -12

> c1csc(-c2ccc(-c3cccs3)s2)c1
  A: 2; B: 0; C: -13; D: -1.1; E: 12; F: 0; G: 8; H: -26

> CC12CCC3C(CC[C@@]4(C)CC(=O)CCC34CO)C1CCC2=O (some centres undefined)
  A: 0; B: 0; C: 8; D: 0.1; E: -8; F: -6; G: -21; H: -57

> O/N=C/c1ccc2c(c1)OCO2
  A: -4; B: 3; C: -6; D: 0.1; E: 0; F: -3; G: 2; H: -2

# Single records, as listed above.
# N#CC1(O)CN2CCC1CC2 (centres undefined) across the screens: PME-1 Maybr inh: 1; Luminol counter: 0; TLR4 MyD88 blk: -4; NOTCH ag: -0.7; S1P1 agonist: 0; rat GALR2 agon: -3; KOR antag MB: -29; Nox1 inhibitor: -43
# COCc1nc(SC)nc(OC(=O)N(C)C)c1C across the screens: PME-1 Maybr inh: 2; Luminol counter: 3; TLR4 MyD88 blk: 17; NOTCH ag: -0.5; S1P1 agonist: -1; rat GALR2 agon: -6; KOR antag MB: -4; Nox1 inhibitor: -12
